MITF primary – MITF inhibitors, primary screen, biochemical, AlphaScreen, human. Microphthalmia-associated transcription factor (Homo sapiens), O75030. AlphaScreen MITF homodimerization, bead proximity signal. inhibition, % at 2.6 µM. 0.91% of 650,000 active. AID 1259374, 2018; in the data active means inhibition above about 50%;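 further: 0% = vehicle wells with protein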
Target sequence (O75030 whole entry, looked up): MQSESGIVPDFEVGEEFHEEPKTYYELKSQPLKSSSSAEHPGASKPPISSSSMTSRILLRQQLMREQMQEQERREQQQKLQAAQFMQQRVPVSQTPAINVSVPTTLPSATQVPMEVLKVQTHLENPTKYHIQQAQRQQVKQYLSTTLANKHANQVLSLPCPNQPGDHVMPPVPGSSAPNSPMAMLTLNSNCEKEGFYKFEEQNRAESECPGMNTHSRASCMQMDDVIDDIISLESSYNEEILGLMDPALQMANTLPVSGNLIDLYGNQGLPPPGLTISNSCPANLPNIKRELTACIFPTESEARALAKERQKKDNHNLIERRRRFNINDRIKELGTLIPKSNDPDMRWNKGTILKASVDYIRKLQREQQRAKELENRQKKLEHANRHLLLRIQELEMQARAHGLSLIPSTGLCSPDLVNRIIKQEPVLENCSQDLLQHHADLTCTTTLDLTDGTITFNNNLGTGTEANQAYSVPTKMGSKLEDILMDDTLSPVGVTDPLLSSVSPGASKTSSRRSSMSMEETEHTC
FBW7 act – FBW7 E3 ligase activators, primary screen, biochemical, AlphaScreen, human; F-box/WD repeat-containing protein 7 (Homo sapiens), Q969H0; AlphaScreen FBW7–phospho-cyclin E peptide binding, activator screen; normalized activity (activation), % at 26.1 µM; 0.13% of 650,000 active; AID 1259310, 2017; in the data active means normalized activity above about 1.9%;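 further: purified mutant Fbw7 with reduced substrate affinity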
GPR151 activ – activators of human GPR151, primary screen, cell-based, PathHunter beta-arrestin, luminescence; G-protein coupled receptor 151 (Homo sapiens), Q8TDV0; PathHunter beta-arrestin GPR151 cells; activation, % at 11.2 µM; 1% of 650,000 active; in the data active means activation above about 4.9%;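 further: 0% = median of compound wells and 100% = cells with positive control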
Target sequence (Q8TDV0 whole entry, looked up): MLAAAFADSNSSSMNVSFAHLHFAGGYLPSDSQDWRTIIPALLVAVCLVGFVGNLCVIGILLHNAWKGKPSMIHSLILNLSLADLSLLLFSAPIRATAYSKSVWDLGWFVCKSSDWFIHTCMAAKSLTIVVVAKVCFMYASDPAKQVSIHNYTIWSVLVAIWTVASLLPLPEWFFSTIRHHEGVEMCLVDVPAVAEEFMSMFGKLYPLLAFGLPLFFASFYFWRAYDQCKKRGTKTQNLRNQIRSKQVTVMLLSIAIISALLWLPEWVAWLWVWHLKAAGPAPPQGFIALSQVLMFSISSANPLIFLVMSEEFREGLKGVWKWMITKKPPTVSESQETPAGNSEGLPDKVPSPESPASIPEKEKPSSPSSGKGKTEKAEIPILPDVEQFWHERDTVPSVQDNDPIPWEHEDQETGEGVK
TEAD-YAP inh – TEAD-YAP interaction inhibition, primary screen, TEAD-YAP interaction inhibitor project, luminescence, HEK-TIYL cells | AID 1259422, 2018 | 1.4% of 640,000 active | TEAD-Gal4/YAP UAS-luciferase luminescence | inhibition, % at 9.12 µM; in the data active means inhibition above about 32%;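 further: 0% = median of test compound wells and 100% = reference inhibitor wells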
* hit, by the source's call.

smiles | MITF primary | FBW7 act | GPR151 activ | TEAD-YAP inh
O=C(/C=C/c1cccc(Br)c1)NC1CCN(Cc2ccccc2)CC1 | 1 | -0.1 | 0.1 | -8
CCCC(NS(=O)(=O)c1cccc2nsnc12)C(=O)O (configuration not stated) | 12 | 0.7 | 0.3 | -13
O=C(CSc1nnc2c(n1)-c1cccc3cccc-2c13)Nc1cccc([N+](=O)[O-])c1 | -9 | 0.2 | -1.1 | -4
O=C(Cn1cc(OCc2ccc(F)cc2)c(=O)cc1CO)NCc1ccccc1 | 7 | 0.2 | -0.5 | 11
COc1cc(CN2CCN(CC(C)(C)C)C(CCO)C2)cc(OC)c1OC (configuration not stated) | -10 | 0.0 | 1.4 | -3
C[n+]1ccc(CNc2cccc3ccccc23)cc1 | 10 | 0.7 | 0.3 | 3
Cc1ccccc1Nc1sc(C(=O)c2ccc(Cl)cc2)c(N)c1C(=O)NCc1ccc(Cl)cc1 | 4 | -0.2 | 0.5 | -2
O=C(c1ccco1)N1CCN(S(=O)(=O)Cc2ccc(Cl)cc2)CC1 | -12 | -0.2 | -1.2 | -2
COc1ccc(C(O)c2nnc(-c3ccccc3)o2)cc1OC (configuration not stated) | -5 | 0.1 | -0.4 | 2
COc1ccc(N2CCN(C(CNC(=O)COc3ccccc3)c3ccco3)CC2)cc1 (configuration not stated) | 0 | -0.1 | 1.0 | -2
CC1CCCCC1NC(=O)COC(=O)COc1ccccc1Cl (configuration not stated) | 0 | 0.1 | -2.2 | 5
COc1ccc(/C(N)=N/OC(=O)C(C)c2ccc([N+](=O)[O-])cc2)cc1OC (configuration not stated) | 16 | -0.1 | 3.8 | 2
CC(C)n1c(=O)n(CC(=O)NC2CCCCC2)c2cccnc21 | 10 | 0.8 | -0.6 | 10
O=C(c1cc2c(s1)-c1ccccc1S(=O)(=O)C2)N1CCCCCC1 | 3 | 0.1 | -0.2 | -17
CCCCC(=O)Nc1cccc(C(=O)OCC)c1 | 2 | 0.2 | 0.6 | -7
Cc1cccc(-n2c(CNC(=O)c3ccco3)nnc2SCC(=O)N2CCCc3ccccc32)c1 | 7 | -0.1 | 1.1 | 6
CC1CC(C)CN(C(=O)CN2C(=O)NC(Cc3c[nH]c4ccccc34)C2=O)C1 (configuration not stated) | -6 | 0.1 | -0.2 | -1
COC(=O)c1ccc(OCC(O)CNC(C)(C)C)cc1 (configuration not stated) | 8 | -0.1 | -1.1 | 4
O=C1OC(/C=C/c2ccccc2)=NC/1=C/c1ccco1 | 21 | 0.0 | -1.7 | -2
COc1cccc(NC(=O)c2sc3ncn(CC(=O)N4CCN(c5ccccn5)CC4)c(=O)c3c2C)c1 | 11 | 0.4 | -0.4 | -4
CCN(CC)CCCN(C(=O)CCl)c1nc(-c2ccc(F)cc2)cs1 | -17 | 0.3 | -0.1 | 0
COc1cccc2c1OC(c1cccc(Cl)c1)N1N=C(c3ccc(F)cc3)CC21 (configuration not stated) | 10 | 0.1 | 0.5 | -52
Cn1c(Cl)cnc1C1CC(=O)c2cc(Cl)ccc2O1 (configuration not stated) | 22 | 0.0 | 2.2 | 3
O=C1CCCc2c1cc(C(=O)Nc1ccccc1F)c(=O)n2-c1ccccc1 | -2 | -0.2 | -1.2 | 6
CCCCOc1ccc(CN2CCOCC2)cc1 | -5 | 0.0 | 0.0 | -15
CC(C)(C)c1cc(C(C)(C)C)c2nc(-c3cc(Cl)ccc3O)oc2c1O | -15 | -0.1 | 0.3 | -1
C=C(C)Cn1c(NC)nc2c1c(=O)[nH]c(=O)n2C | 6 | -0.2 | 1.2 | 0
Cc1ccc(OCC(=O)Nc2sc3c(c2C#N)CCC3)cc1C | -7 | 0.2 | -1.2 | -13
Cc1nonc1NC(=O)c1ccccc1Br | 1 | 0.1 | -0.9 | 2
O=C1c2cccc3c(N4CCCCC4)ccc(c23)C(=O)N1c1ccccc1 | -3 | 0.1 | 0.2 | -5
O=C(Nc1ccc(OC(F)(F)F)cc1)c1ccc(N2CC3CC(C2)c2cccc(=O)n2C3)c([N+](=O)[O-])c1 (configuration not stated) | 6 | -0.1 | -0.1 | -5
COc1cccc(CN2CCN(Cc3nc(-c4cccs4)oc3C)CC2CCO)c1 (configuration not stated) | 7 | 0.0 | 1.3 | 3
COC(=O)c1cccc(NC(=O)C2CC(=O)N(c3ccccc3)C2)c1 (configuration not stated) | -11 | 0.2 | 1.3 | -6
O=C(/C=C/c1cccs1)N1CCCc2ccccc21 | 1 | 0.4 | 1.1 | -14
Cc1cccc(-n2nnnc2SCC(=O)NN2C(=O)NC(C)(c3ccccc3)C2=O)c1 (configuration not stated) | -8 | -0.1 | 6.9* | 8
NC(=O)c1oc2ccc(Br)cc2c1N | 1 | 0.0 | -0.6 | -6
COc1cc(C(=O)N[C@H](C(=O)Nc2ccccc2C)C(C)C)cc(OC)c1OC | 14 | 0.4 | 3.7 | 3
CCN(CC(=O)Nc1ccc(OC)cc1)CC(=O)Nc1ccc(Cl)cc1F | -19 | 0.1 | -0.3 | 4
Cn1cnnc1Sc1ccc([N+](=O)[O-])c2cnccc12 | -4 | -0.1 | -0.2 | 2
CCCCNCC(O)COc1ccc(Cl)c(C)c1 (configuration not stated) | -8 | 0.0 | -0.5 | -2
CCN1CCN(C(=O)CN(c2cc(C)ccc2C)S(C)(=O)=O)CC1 | -12 | 0.2 | 0.1 | 8
O=[N+]([O-])c1ccc(CN2CCN(Cc3cccnc3)CC2)cc1 | 64* | 0.0 | -0.7 | -4
COc1cc(Nc2cc(NCc3cccc(C(F)(F)F)c3)ncn2)cc(OC)c1OC | -4 | -0.1 | -2.5 | -14
Cc1cn2c(CCC(=O)Nc3ccc4c(c3)Cc3ccccc3-4)csc2n1 | 8 | 0.6 | -1.3 | -7
Cc1cc(NC(=O)C2CCN(C(=O)c3cc(Cl)ccc3Cl)CC2)no1 | -13 | 0.2 | -0.5 | 0
Cn1c(O)c(C=Nc2cccc(C(=O)O)c2)c(=O)[nH]c1=S | -14 | -0.1 | 0.3 | -5
CC(=O)CSc1nc2c(c(=O)n(C)c(=O)n2C)n1CC(O)COc1ccc(Cl)cc1 (configuration not stated) | 5 | 0.1 | 2.7 | -3
NC(=O)COC(=O)c1c2c(nc3ccccc13)/C(=C/c1ccc3c(c1)OCO3)CC2 | 7 | 0.6 | 0.4 | 4
COc1cccc(CN2CCCN(CC3=NS(=O)(=O)c4cc(C)ccc4N3)CC2)c1 | 2 | -0.1 | -1.2 | -1
COc1ccc(NC(=O)c2c(C)oc3c2CCCC3)cc1 | -6 | -0.2 | 1.0 | -17
Cc1cccc(CSCCNC(=O)c2ccc(CN3CCOCC3)cc2)c1 | 3 | -0.1 | 1.4 | -1
CC(C)CC1(c2ccccc2)NC(=O)N(CC(=O)NCC(F)(F)F)C1=O (configuration not stated) | -12 | 0.0 | -0.4 | -1
CCC(C)C(=O)Nc1ccc(-c2nc3ccccc3o2)cc1 (configuration not stated) | -7 | -0.1 | -2.8 | 38*
O=C(NCc1nnc(SCC(=O)N2N=C(c3cccs3)CC2c2ccc(F)cc2)n1-c1ccc(F)cc1)c1ccco1 (configuration not stated) | -13 | 0.0 | 0.5 | 7
CCOc1ccc(-c2nc(-c3ccccn3)no2)cc1OCC | 7 | -0.2 | -1.1 | -40
Cc1nc(N2CCOCC2)c2c(C)c(C(=O)Nc3cccc([N+](=O)[O-])c3)sc2n1 | 4 | -0.1 | 0.7 | 4
O=[N+]([O-])c1ccc(S(=O)(=O)N2CCN(CC3CC=CCC3)CC2)cc1 (configuration not stated) | 49 | -0.4 | -0.7 | -10
COc1ccc(Br)cc1CNC(=O)CCC(=O)n1ncc2c(C)cccc21 | -7 | -0.1 | -1.2 | 5
CCN(CC)c1cc(C)c2ccccc2n1 | -3 | 0.1 | 3.9 | -5
CC(C)NC(=O)C1CCN(Cc2ccc(C(F)(F)F)cc2)CC1 | 52* | 0.9 | -1.2 | 1

The list goes on:
smiles,MITF primary,FBW7 act,GPR151 activ,TEAD-YAP inh
CC(C)NC(=O)CN1CCC(O)(c2cccnc2)CC1,3,0.0,-0.2,5
Nc1ncnc2c1nc(Br)n2C1CC(O)C(CO)O1 (configuration not stated),-4,0.1,0.6,-1
COc1ccc(CCNc2nc(-c3cccs3)nc3c2ncn3CCN2CCCC2=O)cc1,-1,0.0,-2.7,5
Cc1ccc(C)c(OCC(=O)N2CCN(c3ccccc3)CC2)c1,-5,0.6,0.9,4
CCOc1ccc(CN2CCNC(=O)C2CC(=O)NCc2ccccc2)cc1 (configuration not stated),-2,-0.1,-1.2,2
O=C1N[C@@H](Cc2ccc(Cl)cc2)C(=O)N2C[C@@H](NCc3nc(-c4ccc(F)cc4)cs3)C[C@@H]12,-16,0.0,-2.2,-25
O=C(c1cccc(C(F)(F)F)c1)C1CCCN(C(=O)c2cnn3cccnc23)C1 (configuration not stated),7,0.2,0.1,-1
CCCn1c(C)cn2c3c(=O)n(Cc4cccc(C)c4)c(=O)n(C)c3nc12,-2,0.0,1.8,-6
O=C1OC(c2cc(Cl)ccc2Cl)=N/C1=C\c1c(F)cccc1Cl,0,0.0,2.1,2
COc1ccc(NC(=O)C(C)(C)Oc2ccc(Cl)cc2)c([N+](=O)[O-])c1,24,-0.1,0.5,5
O=C1NC(=S)N/C1=C/c1cc(Cl)cc(Cl)c1O,1,-0.1,-0.4,-5
CCN(CC)CCOc1ccccc1[N+](=O)[O-],-5,-0.1,0.1,-2
Cc1ccc(F)cc1Nc1nc2ccccc2n2nnnc12,10,0.0,0.4,-9
O=C1CCCC2=C1C(c1cccc([N+](=O)[O-])c1)Nc1ccc3ncccc3c12 (configuration not stated),-9,-0.2,-1.2,-1
OC1CC2CCC(C1)N2CC(O)(c1ccccc1)c1ccccc1 (configuration not stated),2,0.8,0.2,4

One compound at a time, as listed above. Order of screens: MITF primary, FBW7 act, GPR151 activ, TEAD-YAP inh
Entry for `O=C1N[C@@H](Cc2ccc(Cl)cc2)C(=O)N2C[C@@H](NCc3nc(-c4ccc(F)cc4)cs3)C[C@@H]12` = -16, 0.0, -2.2, -25
Entry for `OC1CC2CCC(C1)N2CC(O)(c1ccccc1)c1ccccc1` (configuration not stated) = 2, 0.8, 0.2, 4

The listing picks up, repeating the 6 entries before the break.
smiles,MITF primary,FBW7 act,GPR151 activ,TEAD-YAP inh
COc1ccc(NC(=O)C(C)(C)Oc2ccc(Cl)cc2)c([N+](=O)[O-])c1,24,-0.1,0.5,5
O=C1NC(=S)N/C1=C/c1cc(Cl)cc(Cl)c1O,1,-0.1,-0.4,-5
CCN(CC)CCOc1ccccc1[N+](=O)[O-],-5,-0.1,0.1,-2
Cc1ccc(F)cc1Nc1nc2ccccc2n2nnnc12,10,0.0,0.4,-9
O=C1CCCC2=C1C(c1cccc([N+](=O)[O-])c1)Nc1ccc3ncccc3c12 (configuration not stated),-9,-0.2,-1.2,-1
OC1CC2CCC(C1)N2CC(O)(c1ccccc1)c1ccccc1 (configuration not stated),2,0.8,0.2,4
CCn1c(=O)oc2cc(NC(=O)CCl)ccc21,2,0.0,0.7,9
CCN(CC)C(=S)SCC(=O)Nc1ccc2c(c1)oc1ccccc12,-12,0.1,0.6,1
COc1ccccc1N=c1oc2ccccc2cc1C(=O)Nc1ccccc1F,0,-0.4,-0.5,-65
CCCOC(=O)C1=C(C)NC2=C(C(=O)CC(c3ccc(OC)c(OC)c3)C2)C1c1ccc(Br)cc1 (configuration not stated),7,0.1,-1.0,-7
CCC(=O)NC(=S)Nc1ccccc1C#N,8,0.0,-0.9,5
COCCn1c(Cc2ccccc2)nnc1SCC(=O)NC1CC1,14,0.4,0.0,0
Cc1nn(CC(=O)N2CCC3(CC2)NC(=O)c2ccccc2N3)c(=O)c2ccccc12,3,-0.1,-0.5,2
CCCC(=O)Nc1ccccc1NC(=O)COc1ccccc1,6,0.3,-1.3,2
CCN(CC)N=Nc1ccc(S(=O)(=O)NC2=NCCS2)cc1,-8,-0.1,1.3,-4
O=c1nc2c(-c3ccccc3)n[nH]n2c2ccccc12,-1,-0.2,-0.3,1
Cc1ccc(C)c(NC(=O)CSc2nc(N)c(NC(=O)c3cccs3)c(=O)[nH]2)c1,4,0.0,-0.1,-7
Cc1ccc(Oc2nc3c(c(=O)n(C)c(=O)n3C)n2C)cc1C,0,-0.1,0.8,-2
CC(=O)c1ccc(NC(=O)c2noc3c2COc2ccccc2-3)cc1,0,0.0,0.6,-6
O=C(C1CN(CCS(=O)(=O)c2ccccc2)CCN1)N1CCOCC1 (configuration not stated),17,0.8,-1.3,-3
CCSc1nnc2c(n1)OC(c1cc(Cl)ccc1OC(=O)CC)N(C(=O)CC)c1ccccc1-2 (configuration not stated),8,0.1,-1.6,5
COc1cc([N+](=O)[O-])ccc1NC(=O)COC(=O)CCN1C(=O)C2CC=CCC2C1=O (configuration not stated),8,0.0,2.9,2
Cc1ccc(CN2C(=O)CSc3ccc(C(=O)NCc4ccc(F)cc4)cc32)cc1,5,0.3,0.0,2
CC(C)(C)c1ccc(S(=O)(=O)N2CCN(C(=O)c3ccccc3F)CC2)cc1,7,-0.2,0.5,3
COc1ccccc1NC(=O)C1=C(C)NC(=O)NC1c1cc(C)cs1 (configuration not stated),11,0.1,0.8,1
Cc1nn(C)c(C)c1-c1nc(NC2CCN(Cc3ccccc3)CC2)c2ncn(C3CCCCC3)c2n1,12,0.2,-1.4,-10

The order is random; any-hit rate near 3.4%.
